High-throughput results: PubChem, several laboratories
KLK5 inh = inhibitors of human kallikrein 5; 0.59% of 210,000 active; recombinant hK5, fluorogenic AMC substrate cleavage; AID 873; inhibition, % at 5 µM;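 active = inhibition of 40% or more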;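 also: 0% = enzyme controls without compound and 100% = no-enzyme blanks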
Rad51 HR inh = Rad51 (human) homologous recombination inhibition. Q06609. hRad51 DNA strand exchange, fluorescence dequenching. inhibition, % at 10 µM. 0.085% of 200,000 active;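 active = inhibition above 40% at the single screening dose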;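 also: 0% = DMSO control wells and 100% = blanks with heterologous ssDNA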
Target sequence (Q06609 whole entry, looked up): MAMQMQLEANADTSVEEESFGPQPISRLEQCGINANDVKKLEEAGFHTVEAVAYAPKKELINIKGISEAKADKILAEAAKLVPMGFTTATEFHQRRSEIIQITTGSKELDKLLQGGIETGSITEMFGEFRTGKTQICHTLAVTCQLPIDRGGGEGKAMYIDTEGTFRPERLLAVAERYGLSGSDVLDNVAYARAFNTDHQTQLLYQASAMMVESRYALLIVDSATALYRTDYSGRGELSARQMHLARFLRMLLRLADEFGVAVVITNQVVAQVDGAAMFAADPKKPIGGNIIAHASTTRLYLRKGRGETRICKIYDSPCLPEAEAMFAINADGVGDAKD
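Read-out basis: percent inhibition relative to plate controls and blanks / Assay system: human Rad51 nucleoprotein filaments preassembled on unlabelled ssDNA / Timing: filaments 15 min 37 °C, then compound 30 min / Control set: per-plate controls and blanks / Technique: fluorescence dequenching at 485/520 nm / Compound: 10 µM final, single point / Also added: Fluorescein- and BHQ1-tagged 47-mer duplex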
Wee1 degr inh = blocks degradation of human Wee1 kinase; HeLa Luc-Wee1K328M stability, luciferase luminescence; 100% = proteasome inhibitor MG132 effect; reporter increase, % at 5 µM; 1.2% of 220,000 active; AID 1321;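 active = activation above the mean of all tested compounds plus 3 SD, set per screening run, cut at about 8.8% in these data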;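 also: cells exposed to compound for 20 h before luminescence read; 0% = DMSO alone and 100% = MG132 at 30 µM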
14-3-3 Bad PPI = disrupts binding of bovine 14-3-3 zeta to phospho-Bad peptide | P63103 | 0.71% of 220,000 active | TR-FRET 14-3-3zeta/Dy647-pBad peptide displacement, 1 h | inhibition, % at 21.7 µM;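 active = inhibition above about 70%, limit read from the data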;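 also: 0% = full 14-3-3 plus peptide FRET controls and 100% = background without 14-3-3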
FXIIa inh = blocks human coagulation factor XIIa protease activity. inhibition, % at 5 µM. 0.3% of 220,000 active. purified FXIIa, Boc-QGR-AMC fluorogenic substrate, 2 h. AID 800. P00748; in the data active = inhibition above about 40%;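 also: 0% = enzyme with no compound and 100% = blank without enzyme; many of its hits are not listed in these tables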
p97 ATPase inh = human p97 ATPase inhibition | P55072 | 0.42% of 220,000 active | inhibition, % at 8 µM | recombinant p97 ATPase, Kinase-Glo ATP luminescence, 3 h; in the data active = inhibition above about 15%;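 also: 0% = DMSO vehicle and 100% = wells lacking enzyme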
eIF4E-4G inh = inhibitors of eIF4E and eIF4G interaction in translation initiation; P63073+Q04637; inhibition, % at 21.7 µM; 0.37% of 220,000 active; AID 782; TR-FRET eIF4E-eIF4GI(517-606) binding, 2 h;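 active = inhibition above about 30%, limit read from the data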;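 also: 0% = full FRET control wells and 100% = background wells lacking eIF4GI fragment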
MDM2 E3 inh = blocks human Mdm2 ubiquitin ligase activity | Q00987 | cell-based MDM2 ubiquitination luciferase reporter, 2 h; 0 = plate control, 100 = twice control, blank-subtracted | signal enhancement, % at 5 µM | 0.11% of 210,000 active;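 active = signal enhancement of 30% or more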;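 also: luminescence tracks abundance of the self-degrading MDM2-luciferase fusion protein; higher signal means inhibition of MDM2 E3 ligase activity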
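Test system: stable mammalian line carrying autodegrading MDM2–luciferase fusion reporter; quantity: 2000 cells in each well; times: 4 h cell settling then 2 h compound exposure, 37 °C; detection: luminescence with SteadyLite reagent, 15 min at room temperature; evaluation: percent signal gain over controls, blank-subtracted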
FXIa inh 1536 = blocks human coagulation factor XIa protease activity | 0.14% of 220,000 active | P03951 | purified FXIa, Boc-Glu-Ala-Arg-AMC fluorogenic substrate | inhibition, % at 5 µM;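 active = inhibition of at least 40%; inactive = inhibition below 40%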;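 also: fluorescence of freed AMC excited at 355 nm; 0% = enzyme without compound and 100% = no enzyme blank; many of its hits are not listed in these tables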
Target sequence (P03951 19-387 limits assumed): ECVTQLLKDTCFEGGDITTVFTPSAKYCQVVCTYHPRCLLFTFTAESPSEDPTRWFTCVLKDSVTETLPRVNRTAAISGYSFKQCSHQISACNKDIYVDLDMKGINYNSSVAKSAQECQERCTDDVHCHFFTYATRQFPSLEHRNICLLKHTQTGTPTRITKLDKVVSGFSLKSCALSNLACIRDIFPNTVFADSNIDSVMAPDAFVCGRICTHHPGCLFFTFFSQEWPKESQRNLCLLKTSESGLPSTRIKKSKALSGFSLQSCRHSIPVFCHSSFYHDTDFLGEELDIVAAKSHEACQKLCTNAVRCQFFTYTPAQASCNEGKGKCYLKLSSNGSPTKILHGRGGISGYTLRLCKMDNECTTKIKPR
Target sequence (P03951 388-625 limits assumed): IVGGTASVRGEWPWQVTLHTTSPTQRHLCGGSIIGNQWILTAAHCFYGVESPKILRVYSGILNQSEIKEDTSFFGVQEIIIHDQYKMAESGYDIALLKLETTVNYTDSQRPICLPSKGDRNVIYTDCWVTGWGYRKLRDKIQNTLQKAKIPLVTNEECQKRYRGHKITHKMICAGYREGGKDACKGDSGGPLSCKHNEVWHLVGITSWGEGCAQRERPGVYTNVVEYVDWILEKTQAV
* hit, by the source's call; [ ] = another dose, or the depositor's remark.

How did CC1=C(C(=O)OCc2ccc(C)cc2)C(c2ccc(O)c([N+](=O)[O-])c2)NC(=O)N1 (stereo not drawn) do in these assays?
KLK5 inh: -7; Rad51 HR inh: 0; Wee1 degr inh: -1; 14-3-3 Bad PPI: 1; FXIIa inh: 7; p97 ATPase inh: 5; eIF4E-4G inh: -2; MDM2 E3 inh: 7; FXIa inh 1536: 2

What do the screens show for `CC(C)C(Nc1ncnc2c1oc1ccccc12)C(=O)O` (stereo not drawn)?
KLK5 inh: 9; Wee1 degr inh: -2; 14-3-3 Bad PPI: -7; FXIIa inh: 3; p97 ATPase inh: 2; eIF4E-4G inh: 0; MDM2 E3 inh: 11; FXIa inh 1536: -3

How did CCOC(=O)NNc1ccc(C(F)(F)F)cn1 do in these assays?
KLK5 inh: -1; Rad51 HR inh: -9; Wee1 degr inh: -2; 14-3-3 Bad PPI: -3; FXIIa inh: 5; p97 ATPase inh: -2; eIF4E-4G inh: 2; MDM2 E3 inh: 4; FXIa inh 1536: -6

Results for COc1ccc(C2C(C#N)=C(N)Oc3c2ccc2cccnc32)cc1OC (stereo not drawn) ?
KLK5 inh: -13; Rad51 HR inh: -97; Wee1 degr inh: 5; 14-3-3 Bad PPI: -17; FXIIa inh: -1; p97 ATPase inh: 4; eIF4E-4G inh: 0; MDM2 E3 inh: -10; FXIa inh 1536: -6

How did O=C(COc1cccc(Cl)c1Cl)Nc1ccc2c(c1)CCC2 do in these assays?
KLK5 inh: -3; Rad51 HR inh: 9; Wee1 degr inh: 0; 14-3-3 Bad PPI: -3[fluorescence artefact?]; FXIIa inh: 12; p97 ATPase inh: 3; eIF4E-4G inh: -2; MDM2 E3 inh: -4; FXIa inh 1536: 4

Results for Nc1nc(Nc2ccccc2)sc1C(=O)c1ccccc1 ?
KLK5 inh: 4; Rad51 HR inh: 20; Wee1 degr inh: 4; 14-3-3 Bad PPI: -4; FXIIa inh: 10; p97 ATPase inh: 6; eIF4E-4G inh: -5; MDM2 E3 inh: -13; FXIa inh 1536: 3

How did Cc1c(-n2c(O)c(C3=c4ccccc4=NC3=O)sc2=S)c(=O)n(-c2ccccc2)n1C do in these assays?
KLK5 inh: 3; Rad51 HR inh: 7; Wee1 degr inh: 1; 14-3-3 Bad PPI: 40; FXIIa inh: 8; p97 ATPase inh: 8; eIF4E-4G inh: 6; MDM2 E3 inh: 8; FXIa inh 1536: 0

What do the screens show for `CC1CCCN(C(=S)Nc2ccc(F)cc2)C1` (stereo not drawn)?
KLK5 inh: -29; Rad51 HR inh: 2; Wee1 degr inh: 0; 14-3-3 Bad PPI: 2; FXIIa inh: 2; p97 ATPase inh: 2; eIF4E-4G inh: -3; MDM2 E3 inh: -4; FXIa inh 1536: -2

How did CCOc1ccccc1NC(=O)CCn1cccc1 do in these assays?
KLK5 inh: -4; Rad51 HR inh: -1; Wee1 degr inh: 1; 14-3-3 Bad PPI: -7; FXIIa inh: 4; p97 ATPase inh: 3; eIF4E-4G inh: 2; MDM2 E3 inh: 1; FXIa inh 1536: -4

What do the screens show for `Cc1cc(C)c2c(c1)/C(=N/NS(=O)(=O)c1ccc(Br)cc1)CCC2`?
KLK5 inh: -14; Wee1 degr inh: 1; 14-3-3 Bad PPI: -6; FXIIa inh: 0; p97 ATPase inh: 1; eIF4E-4G inh: -6; MDM2 E3 inh: -17; FXIa inh 1536: -15

Results for CCOC(=O)C1C(C)=CC(=O)CC1c1ccco1 (stereo not drawn) ?
KLK5 inh: -19; Rad51 HR inh: 7; Wee1 degr inh: -2; 14-3-3 Bad PPI: -2; FXIIa inh: 2; p97 ATPase inh: -3; eIF4E-4G inh: 2; MDM2 E3 inh: -16; FXIa inh 1536: 0

Results for O=C(Nc1ccc(S(=O)(=O)N2CCCC2)cc1)c1cc(=O)c2ccccc2o1 ?
KLK5 inh: -5; Rad51 HR inh: -6; Wee1 degr inh: -1; 14-3-3 Bad PPI: 1; FXIIa inh: -2; p97 ATPase inh: 4; eIF4E-4G inh: -3; MDM2 E3 inh: -14; FXIa inh 1536: -4

How did CCOC(=O)C(=CNc1cc(C)nn1-c1ccccc1)C(=O)OCC do in these assays?
KLK5 inh: 3; Rad51 HR inh: 0; Wee1 degr inh: 1; 14-3-3 Bad PPI: 6; FXIIa inh: -7; p97 ATPase inh: 1; eIF4E-4G inh: 2; MDM2 E3 inh: -13; FXIa inh 1536: 0

How did Cc1ccc(-c2nc(CS(=O)(=O)CC(=O)NCCCN3CCN(C)CC3)c(C)o2)cc1 do in these assays?
KLK5 inh: -3; Rad51 HR inh: -10; Wee1 degr inh: -2; 14-3-3 Bad PPI: -4; FXIIa inh: 10; p97 ATPase inh: -1; eIF4E-4G inh: -1[fluorescence artefact?]; MDM2 E3 inh: -4; FXIa inh 1536: -3

How did Cc1ccc(CNC(=O)CNS(=O)(=O)c2ccc3nc(C)sc3c2)cc1 do in these assays?
Wee1 degr inh: 0; 14-3-3 Bad PPI: -7; FXIIa inh: 7; p97 ATPase inh: 0; eIF4E-4G inh: 0; MDM2 E3 inh: -18; FXIa inh 1536: -2

Results for CCOc1ccc(CCNC(=O)C2CCC(=O)N2CCc2ccccc2)cc1OCC (stereo not drawn) ?
KLK5 inh: -12; Rad51 HR inh: 5; Wee1 degr inh: -1; 14-3-3 Bad PPI: -12; FXIIa inh: 10; p97 ATPase inh: 0; eIF4E-4G inh: -2[fluorescence artefact?]; MDM2 E3 inh: -12; FXIa inh 1536: -9

What do the screens show for `COCCOC(=O)C1=C(C)NC(=O)NC1c1ccc(OC(=O)c2ccco2)c(OC)c1` (stereo not drawn)?
KLK5 inh: -7; Rad51 HR inh: 4; Wee1 degr inh: -3; 14-3-3 Bad PPI: -11; FXIIa inh: 7; p97 ATPase inh: 1; eIF4E-4G inh: 3[fluorescence artefact?]; MDM2 E3 inh: -12; FXIa inh 1536: 4

Results for Cc1nn(C)cc1/C=C/C(=O)c1cccs1 ?
KLK5 inh: -8; Rad51 HR inh: 3; Wee1 degr inh: 3; 14-3-3 Bad PPI: -3; FXIIa inh: 9; p97 ATPase inh: 1; eIF4E-4G inh: -1; MDM2 E3 inh: 4; FXIa inh 1536: 5

How did O=C(COC(=O)Cc1ccccc1F)Nc1ccc2c(c1)OCCO2 do in these assays?
KLK5 inh: -12; Wee1 degr inh: 2; 14-3-3 Bad PPI: -1; FXIIa inh: 2; p97 ATPase inh: -3; eIF4E-4G inh: 3[fluorescence artefact?]; FXIa inh 1536: -3

Results for CC(=O)N1C(C(=O)O)CSC1c1cccc(C)c1 (stereo not drawn) ?
KLK5 inh: -20; Rad51 HR inh: 0; Wee1 degr inh: -1; 14-3-3 Bad PPI: 3; FXIIa inh: 9; p97 ATPase inh: 3; eIF4E-4G inh: -3; MDM2 E3 inh: -17; FXIa inh 1536: 17

Results for CCCCN1C(=O)C(NC(C)=O)c2cc(Br)ccc21 (stereo not drawn) ?
KLK5 inh: -1; Rad51 HR inh: -19; Wee1 degr inh: 3; 14-3-3 Bad PPI: 0; FXIIa inh: 11; p97 ATPase inh: 0; eIF4E-4G inh: -6; MDM2 E3 inh: -1; FXIa inh 1536: 4

How did Cc1ccc(/C=C/C(=O)N2CC(=O)Nc3ccccc32)o1 do in these assays?
KLK5 inh: 0; Rad51 HR inh: -3; Wee1 degr inh: 0; 14-3-3 Bad PPI: -3; FXIIa inh: 10; p97 ATPase inh: 1; eIF4E-4G inh: -1; MDM2 E3 inh: 10; FXIa inh 1536: -2

Results for Cc1ccsc1C(=O)Nc1ccc(F)c([N+](=O)[O-])c1 ?
KLK5 inh: -21; Rad51 HR inh: 12; Wee1 degr inh: -1; 14-3-3 Bad PPI: -19[fluorescence artefact?]; FXIIa inh: 6; p97 ATPase inh: 2; eIF4E-4G inh: -1[fluorescence artefact?]; MDM2 E3 inh: 0; FXIa inh 1536: 5

What do the screens show for `Cn1nc(C(F)(F)F)cc1-c1ccc(/C=C(\C#N)C(=O)c2ccccc2)s1`?
KLK5 inh: 15; Rad51 HR inh: -143; Wee1 degr inh: 0; 14-3-3 Bad PPI: 1; FXIIa inh: 0; p97 ATPase inh: -1; eIF4E-4G inh: 1; MDM2 E3 inh: -6; FXIa inh 1536: -18

Results for CCn1c(COc2ccc(=O)n(-c3ccccc3)n2)nnc1SC ?
KLK5 inh: -8; Rad51 HR inh: 2; Wee1 degr inh: 1; 14-3-3 Bad PPI: -2; FXIIa inh: 3; p97 ATPase inh: -4; eIF4E-4G inh: 0; MDM2 E3 inh: -3; FXIa inh 1536: -12

What do the screens show for `Cc1ccccc1NC(=O)c1nc2nccc(C)n2n1`?
KLK5 inh: -8; Rad51 HR inh: 3; Wee1 degr inh: -2; 14-3-3 Bad PPI: -9; FXIIa inh: 0; p97 ATPase inh: 1; eIF4E-4G inh: -5; MDM2 E3 inh: -9; FXIa inh 1536: -10

Results for O=C(CSc1ccccn1)N/N=C/c1cc([N+](=O)[O-])ccc1O ?
KLK5 inh: -16; Rad51 HR inh: 1; Wee1 degr inh: -2; 14-3-3 Bad PPI: -4; FXIIa inh: 16; p97 ATPase inh: 7; eIF4E-4G inh: -13; FXIa inh 1536: 5

How did COc1ccc(NS(=O)(=O)c2coc(C(N)=O)c2)cc1Cl do in these assays?
KLK5 inh: -8; Rad51 HR inh: -9; Wee1 degr inh: -3; 14-3-3 Bad PPI: 1; FXIIa inh: 19; p97 ATPase inh: -7; eIF4E-4G inh: 2; MDM2 E3 inh: -25; FXIa inh 1536: 5

What do the screens show for `COc1cc(NC(=S)N2CCN(C)CC2)c(OC)cc1Cl`?
Wee1 degr inh: 2; 14-3-3 Bad PPI: -3; FXIIa inh: 2; p97 ATPase inh: 0; eIF4E-4G inh: -2; MDM2 E3 inh: -17; FXIa inh 1536: -4

Results for Cc1nc2ncnn2c(C)c1CCC(=O)N1CC(C)CC(C)C1 (stereo not drawn) ?
KLK5 inh: 17; Rad51 HR inh: 3; Wee1 degr inh: -2; 14-3-3 Bad PPI: -10; FXIIa inh: 24; p97 ATPase inh: 2; eIF4E-4G inh: -6[fluorescence artefact?]; MDM2 E3 inh: -10; FXIa inh 1536: 17

How did O=C(Cn1nc(Cc2ccncc2)c2ccccc2c1=O)Nc1cccnc1Cl do in these assays?
KLK5 inh: 0; Rad51 HR inh: 1; Wee1 degr inh: 1; 14-3-3 Bad PPI: 5; FXIIa inh: 10; p97 ATPase inh: 9; eIF4E-4G inh: -4; FXIa inh 1536: 1

How did CC1=NNC(=O)C1CCC(=O)N/N=C/c1ccc(Cl)cc1Cl (stereo not drawn) do in these assays?
KLK5 inh: 3; Rad51 HR inh: 0; Wee1 degr inh: 1; 14-3-3 Bad PPI: -6; FXIIa inh: 6; p97 ATPase inh: 6; eIF4E-4G inh: 5; MDM2 E3 inh: -10; FXIa inh 1536: 6

Results for Nc1c(S(=O)(=O)c2cccs2)c2nc3ccccc3nc2n1CCc1ccccc1 ?
KLK5 inh: -63; Wee1 degr inh: 0; 14-3-3 Bad PPI: 17[fluorescence artefact?]; FXIIa inh: 4; p97 ATPase inh: -6; eIF4E-4G inh: 3[fluorescence artefact?]; MDM2 E3 inh: -24; FXIa inh 1536: 1
